GBA activity up: increases beta-glucosidase activity in Gaucher fibroblasts | activation, % at 10 µM | L444P Gaucher fibroblasts, 4-MU-glucoside fluorescence, 3 days | P04062 | 0.44% of 30,000 active; in the data active means activation above about 65%;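 further: 0% = vehicle wells and 100% = positive control wells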
Target sequence (P04062 whole entry L483P): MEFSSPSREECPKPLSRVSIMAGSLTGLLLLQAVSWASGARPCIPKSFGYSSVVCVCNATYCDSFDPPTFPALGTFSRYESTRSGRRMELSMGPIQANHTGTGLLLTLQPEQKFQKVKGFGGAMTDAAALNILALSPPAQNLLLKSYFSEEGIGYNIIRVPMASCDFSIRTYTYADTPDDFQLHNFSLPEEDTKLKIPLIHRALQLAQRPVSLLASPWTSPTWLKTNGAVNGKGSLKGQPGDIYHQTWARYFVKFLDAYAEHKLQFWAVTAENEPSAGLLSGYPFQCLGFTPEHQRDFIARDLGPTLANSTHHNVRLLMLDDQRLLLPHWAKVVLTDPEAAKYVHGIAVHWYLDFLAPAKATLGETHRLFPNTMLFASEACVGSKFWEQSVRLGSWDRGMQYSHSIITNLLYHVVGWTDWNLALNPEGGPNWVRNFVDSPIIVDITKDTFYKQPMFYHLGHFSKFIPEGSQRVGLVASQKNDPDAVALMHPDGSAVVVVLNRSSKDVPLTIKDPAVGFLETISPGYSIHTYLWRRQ
The depositor's hits bear a star. These rows are one share of the data (hit frequency here may not be typical).

`CCOC(=O)c1[nH]c(C)c(C(=O)NC(C)(C)C)c1C` gave GBA activity up -7.
`CCOc1ccc2[nH]c(=O)c(CN(CCO)C(c3nnnn3C3CCCCC3)C(C)C)cc2c1` (stereo not given) gave GBA activity up -7.
For O=C(c1c[nH]c2ccccc12)C(O)C(c1ccccc1)N1CCOCC1 (stereo not given) the results were GBA activity up -5.
For COc1ccc(C(CC(=O)O)NC(C)=O)cc1OC (stereo not given) the results were GBA activity up 10.
COc1ccc2sc(N3C(=O)C4CC=C(C)CC4C3=O)nc2c1 (stereo not given) was read as GBA activity up 8.
CCc1c(C(=O)NC2CCCC2)csc1C was read as GBA activity up -3.
Screening N#Cc1cccc(-c2nnc(SCc3ccccc3C#N)o2)c1 returned GBA activity up -42.
`Cc1ccc(N2CCN(c3ccc(C)cc3)C2c2ccccn2)cc1` gave GBA activity up 0.
`CC(OC(=O)c1cccs1)C(=O)NCc1ccco1` (stereo not given) gave GBA activity up -3.
COc1cc(C(=O)NCCC(=O)NCCCN2CCCCC2C)cc(OC)c1OC (stereo not given) was read as GBA activity up -14.
Screening CCOC(=O)c1ccc(N2C(=O)c3n[nH]c(C)c3C2c2ccc(OC)cc2OC)cc1 (stereo not given) returned GBA activity up -26.
Screening CCC(C)Cn1c(S(=O)(=O)O)nc2ccccc21 (stereo not given) returned GBA activity up -11.
`CCN(CC)c1ccc2cc(C(=O)Nc3ccc(-n4cnnn4)c(OC)c3)c(=O)oc2c1` gave GBA activity up 10.
CC(C)OCCCNC(=O)c1ccncc1 was read as GBA activity up -16.
Screening O=S(=O)(c1ccc(OCC(O)CN2CCC(Cc3ccccc3)CC2)cc1)N1CCOCC1 (stereo not given) returned GBA activity up -25.
Cc1nc2c(nnn2Cc2ccccc2)c(=O)n1-c1ccccc1 was read as GBA activity up -46.
Screening Nc1nnc(SCc2coc(-c3ccc(Cl)cc3)n2)s1 returned GBA activity up -12.
`CC(C)(C)NC(=O)CSc1nnnn1C(C)(C)C` gave GBA activity up -8.
`O=C(Oc1ccc(-c2nnco2)cc1)N1CCOCC1` gave GBA activity up 4.
For CCCCN(CCCNC(=O)C1CCCN(S(=O)(=O)CC)C1)Cc1ccccc1 (stereo not given) the results were GBA activity up 7.
Screening Cc1cc(C)c2c(CC(=O)NCc3ccco3)coc2c1 returned GBA activity up 18.
For O=C(c1ccccc1)c1cncc(Br)c1 the results were GBA activity up 15.
For CCc1ccccc1NC(=O)N[C@@H](C)C(=O)OC the results were GBA activity up -13.
For CC(=O)N1c2ccccc2C(=O)OC1c1cccnc1 (stereo not given) the results were GBA activity up 19.
For CCN(CC)CCCN(Cc1cc2cc3c(cc2[nH]c1=O)OCCO3)C(=O)Nc1ccccc1 the results were GBA activity up -33.
For O=C1CCC(=O)N1OCCCOc1ccc(Br)cc1Cl the results were GBA activity up -6.
Screening CCCCOC(=O)c1ccc(NC(=O)C2CCCO2)cc1 (stereo not given) returned GBA activity up -4.
For CC(=O)Nc1ccc(NC(=O)N2CCCCC2)cc1 the results were GBA activity up -1.
`CC(=O)C1=C(O)C(=O)N(c2cc(C(C)(C)C)on2)C1c1ccc(Br)cc1` (stereo not given) gave GBA activity up 2.
`Cc1cc(C(=O)NCCCN2CCCC2=O)no1` gave GBA activity up -35.
Screening CCC1CCCCN1Cc1nc2c(c(=O)n(C)c(=O)n2C)n1CCC(C)C (stereo not given) returned GBA activity up 3.
O=C(CSc1nnc(-c2cnccn2)n1Cc1ccco1)Nc1ccc(Br)cc1 was read as GBA activity up 0.
Cc1nc(CC(=O)Nc2nc(C(C)(C)C)cs2)cs1 was read as GBA activity up -9.
`CCCC(=O)Nc1ccc(-c2nc3cc(C)ccc3o2)cc1` gave GBA activity up -9.
`O=C(NCC12CC3CC(C1)CC(CNC(=O)N1CCCC1)(C3)C2)N1CCCC1` gave GBA activity up 1.
`CC(=O)NCCc1ccc(S(=O)(=O)NC2OC(=O)c3ccccc32)cc1` (stereo not given) gave GBA activity up 10.
COC(=O)c1ccccc1NC(=O)C1CC(=O)N(c2ccc(F)cc2)C1 (stereo not given) was read as GBA activity up -18.
`O=S(=O)(CCSc1nc2ccccc2o1)c1nc2ccccc2s1` gave GBA activity up -28.
For COc1ccc2[nH]c(=O)c(CN(C(=O)c3cccnc3)c3ccccc3OC)cc2c1 the results were GBA activity up -4.
Screening CCc1cc(=O)oc2cc(C)cc(OC(C)C(=O)O)c12 (stereo not given) returned GBA activity up 13.
Screening Cn1c(=O)c2c(nc(NCCNC(=O)c3ccco3)n2Cc2ccc(Cl)cc2Cl)n(C)c1=O returned GBA activity up -61.
O=C(Cn1cccc1)Nc1ccc(OC(F)(F)F)cc1 was read as GBA activity up -14.
`Cc1cc(C)nc(NC2=NCCN2C(=O)NC2CCCCC2)n1` gave GBA activity up -1.
Screening CC1(C)OC(=O)CC1C(=O)NCc1ccccc1 (stereo not given) returned GBA activity up 0.
Screening Cc1onc(-c2ccccc2)c1C(=O)NCCc1c[nH]c2ccccc12 returned GBA activity up 18.
For O=C(O)CCS(=O)(=O)c1cccc2cccnc12 the results were GBA activity up -40.
Screening Cc1cc2ccccc2nc1SCC(=O)N1CCCC1 returned GBA activity up -46.
For CC(C)C(OC(=O)c1cc2sccc2n1C)C(=O)NCC1CCCO1 (stereo not given) the results were GBA activity up -6.
COc1c(F)c(F)c(-c2csc(N)n2)c(F)c1F was read as GBA activity up -23.
CN1CCN(C(=O)c2ccccc2NC(=O)CCN2C(=O)c3ccccc3C2=O)CC1 was read as GBA activity up 12.
For O=C(c1ccccc1)c1ccc(OC(=O)N2CCCC2)cc1 the results were GBA activity up -20.
For O=C(Cn1cnc2ccccc2c1=O)NCCC(=O)N1CCN(c2ccccc2)CC1 the results were GBA activity up 59.
For CC(C)(C)NC(=O)C(c1cccs1)N(CC1CCCO1)C(=O)Cn1nnc(-c2cccs2)n1 (stereo not given) the results were GBA activity up -2.
`COc1ccc(CNC(=O)c2cccc(N(C)C)c2)cc1` gave GBA activity up 1.
`Cc1cc(C(=O)Nc2sc3c(c2C#N)CCC(C)C3)cs1` (stereo not given) gave GBA activity up -6.
`O=S(=O)(NCc1ccc(Cl)cc1)c1cnc[nH]1` gave GBA activity up -10.
For N#C/C(C(=O)N1CCOCC1)=c1\s/c(=C/c2ccncc2)c(=O)n1-c1ccccc1 the results were GBA activity up -3.
For COc1ccc(N2CCN(CCNC(=O)C3CC(=O)N(C4CCCC4)C3)CC2)cc1 (stereo not given) the results were GBA activity up -18.
`COc1ccc(N2CC(C(=O)Nc3ccc(S(=O)(=O)Nc4nc(C)cc(C)n4)cc3)CC2=O)cc1` (stereo not given) gave GBA activity up -18.
Screening O=C(Nc1ccc(CN2CCCCC2)cc1)c1ccc(Br)o1 returned GBA activity up -1.
For COc1ccc(-c2n[nH]c(C)c2-c2ccc(Cl)cc2)c(O)c1OC the results were GBA activity up -15.
Cc1cc(NC(=O)C23CCC(C)(C(=O)O2)C3(C)C)no1 (stereo not given) was read as GBA activity up 10.
Screening CCCS(=O)(=O)N1CCCC(C(=O)NCCCN(CC)c2cccc(C)c2)C1 (stereo not given) returned GBA activity up -16.
O=C(CCN1CCN(c2ccccc2)CC1)Nc1ccccc1F was read as GBA activity up -15.
Screening CC(C)(C)c1cn(-c2ccccc2)c(=S)[nH]1 returned GBA activity up -7.
`CC(=O)c1cccc(NC(=O)c2ccc(S(=O)(=O)N3CCCCC3)cc2)c1` gave GBA activity up -14.
`COCCn1c(-c2ccccc2)nc(=S)c2c1CC(C)(C)OC2` gave GBA activity up -4.
Screening CCOc1ccc(OCC(=O)c2c(O)c3ccccc3oc2=O)cc1 returned GBA activity up -22.
For CC(C)N1C(=O)CCC1C(=O)N1CCCc2ccccc21 (stereo not given) the results were GBA activity up -9.
Cc1cccn2cc(CNC(=O)C3CCCCC3)nc12 was read as GBA activity up -24.
For O=C(Nn1cnnc1)c1ccc(F)c(S(=O)(=O)N2CCCCC2)c1 the results were GBA activity up -4.
`C=CCn1c(SCC(=O)c2cccs2)nnc1-c1cccc(OC)c1` gave GBA activity up 12.
Screening Cc1cccc(-n2c(SCC(=O)Nc3ccc4c(c3)OCO4)nnc2-c2ccoc2C)c1 returned GBA activity up -46.
`CCCOc1c(OC)cccc1C1CC(=O)Nc2cc3c(cc21)OCO3` (stereo not given) gave GBA activity up -29.
For Cc1cccc(-n2ccnc2SCC(=O)Nc2cc(C)on2)c1 the results were GBA activity up -4.
Nc1nc(NC(=O)c2cccc(S(=O)(=O)N3CCCCCC3)c2)nc(-c2ccccc2)n1 was read as GBA activity up -54.
`CCOc1ccc(NC(=O)CSc2nnc(-c3ccco3)n2C)cc1` gave GBA activity up -40.
`CCN(C1CCCCC1)S(=O)(=O)c1cn(C)c(=O)n(C)c1=O` gave GBA activity up -19.
`CC(NC(=O)c1ccc2c(c1)OCO2)C1CCCO1` (stereo not given) gave GBA activity up -12.
COC(=O)c1c(NC(=O)c2ccco2)sc(C(=O)Nc2ccc(F)cc2)c1C was read as GBA activity up 1.
CCn1c(SCC(=O)c2c(N)n(C)c(=O)n(C)c2=O)nc2sc(C)c(C)c2c1=O was read as GBA activity up -5.
CCOC(=O)Cc1csc(SCC(=O)N2CCN(c3ccc(OC)cc3)CC2)n1 was read as GBA activity up 8.
`Cn1cnnc1SC(C(=O)c1ccccc1)c1ccccc1` (stereo not given) gave GBA activity up 4.
Screening COC(=O)c1ccc2c(=O)[nH]c(CN3c4ccccc4CC3C)nc2c1 (stereo not given) returned GBA activity up 0.
`COC(=O)c1cc(-c2ccccc2)n(CC(=O)O)c1C` gave GBA activity up -10.
`O=C(O)c1ccc(-c2ccccc2C(F)(F)F)o1` gave GBA activity up -4.
Screening c1ccc(-c2[nH]ncc2-c2nc3ccccc3[nH]2)cc1 returned GBA activity up 26.
NC(=O)CSc1nc(-c2ccccc2Cl)ns1 was read as GBA activity up -25.
CSc1ccccc1NC(=O)c1noc2c1CCC2 was read as GBA activity up -7.
`CC(=O)C1=C(O)C(=O)N(Cc2ccco2)C1c1ccc2c(c1)OCO2` (stereo not given) gave GBA activity up 18.

A run of entries of the results above, for reference:
O=C(CCN1CCN(c2ccccc2)CC1)Nc1ccccc1F was read as GBA activity up -15.
Screening CC(C)(C)c1cn(-c2ccccc2)c(=S)[nH]1 returned GBA activity up -7.
`CC(=O)c1cccc(NC(=O)c2ccc(S(=O)(=O)N3CCCCC3)cc2)c1` gave GBA activity up -14.
`COCCn1c(-c2ccccc2)nc(=S)c2c1CC(C)(C)OC2` gave GBA activity up -4.
Screening CCOc1ccc(OCC(=O)c2c(O)c3ccccc3oc2=O)cc1 returned GBA activity up -22.
For CC(C)N1C(=O)CCC1C(=O)N1CCCc2ccccc21 (stereo not given) the results were GBA activity up -9.
Cc1cccn2cc(CNC(=O)C3CCCCC3)nc12 was read as GBA activity up -24.
For O=C(Nn1cnnc1)c1ccc(F)c(S(=O)(=O)N2CCCCC2)c1 the results were GBA activity up -4.
`C=CCn1c(SCC(=O)c2cccs2)nnc1-c1cccc(OC)c1` gave GBA activity up 12.
Screening Cc1cccc(-n2c(SCC(=O)Nc3ccc4c(c3)OCO4)nnc2-c2ccoc2C)c1 returned GBA activity up -46.
`CCCOc1c(OC)cccc1C1CC(=O)Nc2cc3c(cc21)OCO3` (stereo not given) gave GBA activity up -29.
For Cc1cccc(-n2ccnc2SCC(=O)Nc2cc(C)on2)c1 the results were GBA activity up -4.
Nc1nc(NC(=O)c2cccc(S(=O)(=O)N3CCCCCC3)c2)nc(-c2ccccc2)n1 was read as GBA activity up -54.
`CCOc1ccc(NC(=O)CSc2nnc(-c3ccco3)n2C)cc1` gave GBA activity up -40.
`CCN(C1CCCCC1)S(=O)(=O)c1cn(C)c(=O)n(C)c1=O` gave GBA activity up -19.
`CC(NC(=O)c1ccc2c(c1)OCO2)C1CCCO1` (stereo not given) gave GBA activity up -12.
COC(=O)c1c(NC(=O)c2ccco2)sc(C(=O)Nc2ccc(F)cc2)c1C was read as GBA activity up 1.
CCn1c(SCC(=O)c2c(N)n(C)c(=O)n(C)c2=O)nc2sc(C)c(C)c2c1=O was read as GBA activity up -5.
CCOC(=O)Cc1csc(SCC(=O)N2CCN(c3ccc(OC)cc3)CC2)n1 was read as GBA activity up 8.
`Cn1cnnc1SC(C(=O)c1ccccc1)c1ccccc1` (stereo not given) gave GBA activity up 4.
Screening COC(=O)c1ccc2c(=O)[nH]c(CN3c4ccccc4CC3C)nc2c1 (stereo not given) returned GBA activity up 0.
`COC(=O)c1cc(-c2ccccc2)n(CC(=O)O)c1C` gave GBA activity up -10.
`O=C(O)c1ccc(-c2ccccc2C(F)(F)F)o1` gave GBA activity up -4.
Screening c1ccc(-c2[nH]ncc2-c2nc3ccccc3[nH]2)cc1 returned GBA activity up 26.
NC(=O)CSc1nc(-c2ccccc2Cl)ns1 was read as GBA activity up -25.
CSc1ccccc1NC(=O)c1noc2c1CCC2 was read as GBA activity up -7.
`CC(=O)C1=C(O)C(=O)N(Cc2ccco2)C1c1ccc2c(c1)OCO2` (stereo not given) gave GBA activity up 18.

The list goes on.
Screening O=C(COC(=O)C1CCCN1S(=O)(=O)c1ccc(Cl)cc1)Nc1ccc2c(c1)OCO2 (stereo not given) returned GBA activity up 36.
`COC(=O)c1cc(NC(=O)CSc2nc(C)cc(=O)[nH]2)cc(C(=O)OC)c1` gave GBA activity up 5.
`Cc1cc(NC(=O)c2cc(-c3cccs3)on2)no1` gave GBA activity up -6.
Screening CCC(C)n1cnc2c(c1=O)c1nc3ccccc3nc1n2Cc1ccc2c(c1)OCO2 (stereo not given) returned GBA activity up 83*.
`CCNC(=O)NC(=O)COc1ccccc1C#N` gave GBA activity up 1.
Cc1noc(C)c1C(=O)OCC(=O)c1cc(C)n(Cc2ccccc2Cl)c1C was read as GBA activity up 10.
Screening Cc1ccc(S(=O)(=O)Nc2ccc3ncccc3c2)cc1 returned GBA activity up 1.
O=[n+]1cc(-c2ccc(F)cc2)n([O-])c2c1CCC2 was read as GBA activity up 12.
Screening C=CCn1cc(C(=O)NCC2CCCO2)c(=O)c2cc(S(=O)(=O)N3CCCCCC3)ccc21 (stereo not given) returned GBA activity up 2.
For CCN1CCN(c2c(Cl)cccc2NC(=O)c2ccco2)CC1 the results were GBA activity up 13.
For COc1ccc(NC(=O)Cc2nnc(SCC(=O)Nc3cc(C)ccc3OC)n2C)cc1 the results were GBA activity up -2.
For CCOC(=O)c1csc(NC(=O)c2ccc(S(=O)(=O)N(CC)CC)cc2)n1 the results were GBA activity up 3.

Screening data (PubChem)
